Assay outcomes deposited in PubChem by National Center for Advancing Translational Sciences (NCATS).
GALK inhibitor: blocks human galactokinase activity | AID 1868 | Purified GALK, Kinase-Glo residual ATP luminescence | hit rate 0.007% among 270,000 | Potency, µM (series often up to 57.5 µM), for the others: at the highest dose activity change, negative = inhibition, actives largely listed as inhibitors | P51570; also: potency is read from the fitted curve at half-maximal effect
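GALK at 5 nM final was combined with compound, 35 uM ATP and 100 uM galactose in HEPES pH8.0 with MgCl2 and DTT. The reaction ran one hour at room temperature before luminescent ATP detection.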
B2AR arrestin: agonists driving beta-arrestin recruitment to human beta2-adrenergic receptor | beta-arrestin recruitment to beta2AR, cell-based reporter | P07550 | Potency, µM (series often up to 46.1 µM), for the others: at the highest dose activation, usual class: activators | AID 492947 | hit rate 0.02% among 330,000;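 also: potency is read from the fitted curve at half-maximal effect; 0% = DMSO controls and full agonism = EC100 isoproterenol or metaproterenol; nearly all actives have a fitted effect of over 65% in size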
Target sequence (P07550 whole entry, looked up): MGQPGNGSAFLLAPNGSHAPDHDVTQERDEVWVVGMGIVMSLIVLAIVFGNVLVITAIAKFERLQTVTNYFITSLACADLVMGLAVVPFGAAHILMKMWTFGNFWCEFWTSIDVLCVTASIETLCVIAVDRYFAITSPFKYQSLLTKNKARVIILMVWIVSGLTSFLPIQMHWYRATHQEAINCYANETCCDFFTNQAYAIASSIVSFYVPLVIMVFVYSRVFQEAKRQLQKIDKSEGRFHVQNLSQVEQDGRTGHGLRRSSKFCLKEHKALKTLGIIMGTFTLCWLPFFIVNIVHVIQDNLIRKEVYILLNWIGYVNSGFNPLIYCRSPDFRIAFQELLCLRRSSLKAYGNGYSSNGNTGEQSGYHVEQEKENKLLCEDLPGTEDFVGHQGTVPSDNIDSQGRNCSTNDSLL
uPA surface inh: inhibitors of cell surface uPA generation. hit rate 0.31% among 330,000. Potency, µM (doses to about 38.3 µM), inactives show at the highest dose activity change, negative = inhibition, hits mostly inhibitors. AID 540303. cell surface uPA generation assay, qHTS; active = well fitted inhibition curve with a large enough effect; inconclusive = small, poorly fitted or top-dose-only effect; inactive = no such curve, though single readings can be large or run the other way; tested in mouse RAW 264.7 cells; also: potency is read from the fitted curve at half-maximal effect; nearly all actives have a fitted effect of over 55% in size
PKM2 activator: activators of human pyruvate kinase M2; P14618; purified PKM2, Kinase-Glo ATP luminescence, activation; response scale: 0% is enzyme alone, no compound; Potency, µM (top dose mostly 57.5 µM), for inactives: at the top dose activation, usual class: activators; hit rate 0.34% among 260,000; AID 1631; also: potency is read from the fitted curve at half-maximal effect; nearly all actives have a fitted effect of over 55% in size
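Kinase-Glo luminescence reports ATP generated from ADP (0.1 mM) and PEP (0.5 mM) by purified hPK-M2 after 1 h at room temperature, pH 7.2 imidazole buffer; intermediate enzyme activity allows detecting inhibitors and activators.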
Eya2 phos inh: Eya2 (human) phosphatase inhibition | AID 488837 | recombinant Eya2, OMFP fluorescence dephosphorylation (OMFP is methylfluorescein phosphate) | hit rate 0.006% among 330,000 | Potency, µM (titrated, usually from 76.9 µM), for the others: at the top dose activity, negative = inhibition, usual class: inhibitors; also: potency is read from the fitted curve at half-maximal effect
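Eya2 (0.2 uM) preincubated 10 min at ambient with compound, then OMFP substrate added at 50 uM; 10 min reaction in 50 mM HEPES pH 7.5, 50 mM NaCl, 5 uM MgCl2, 0.05% BSA, 1 mM DTT. Fluorescence read at Ex 485/Em 525 nm.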
Giardia killer: kills Giardia lamblia | activity change, % at 7.66 µM, hits read low | hit rate 0.15% among 340,000 | Giardia lamblia trophozoite viability | AID 540267; in the data active = activity change below about -80%; inconclusive = between about -30% and that limit;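 also: parasites exposed to compound for two days anaerobically before the ATP read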
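Giardia lamblia trophozoites (100 cells/well) were incubated with compounds for 48 h at 37 deg C under anaerobic conditions. Viability was read as ATP content by one-step luminescence after 15-30 min at room temperature.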
Chronic BCR inh: blocks chronic active B-cell receptor signaling; hit rate 0.05% among 340,000; ABC-DLBCL IkBa-CBG/CBR reporter, luminescence ratio, 4 h; Potency, µM (titrated, usually from 46.1 µM), for the others: top-dose ratio change, negative = lower green/red ratio, hits mostly inhibitors; active = well fitted inhibition curve with a large enough effect in the signal ratio, with a control signal flat, not every such curve was filed as active; inconclusive = small, poorly fitted or top-dose-only effect, or effect the other way, or a change in a side signal; the % refers to the signal ratio;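 also: potency is read from the fitted curve at half-maximal effect; plate controls were basal doxycycline-induced cells for no effect and cells given 10 µM MG132 for full effect; MG132 reads +100%, hits lower the ratio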
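Compounds up to 46 uM were incubated four hours with TMD8 cells whose green CBG68 luciferase is fused to IkappaBalpha; red CBR luminescence normalised the signal, and concentration-effect curves were fitted to fusion, red and ratio data.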
hERG WT inh: KCNH2 (human, wildtype) channel inhibition. Q12809. U2OS, BacMam KCNH2, thallium flux FluxOr; stronger effect = lower value. activity change, % at 1.84 µM. hit rate 0.37% among 340,000. AID 720551;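 active = maximum activity change below -70%; inconclusive = maximum activity change between -70% and -50%; inactive = maximum activity change above -50%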
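U2OS cells were transduced with wild-type KCNH2 virus (2.03 x 10^8 / mL) for 4 h at room temperature, then cultured overnight at 37 C. Thallium flux was read with FluxOr dye. Rate constants were normalized to DMSO controls.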
USP2a inh: inhibitors of human ubiquitin-specific protease USP2a; hit rate 0.01% among 330,000; USP2 core, Ub-CHOP2 coupled fluorogenic reporter, 485/531; Potency, µM (titrated, usually from 38.3 µM), for the others: top-dose activity change, negative = inhibition, actives largely listed as inhibitors; AID 463254;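 also: potency is read from the fitted curve at half-maximal effect; plate controls were DMSO wells for no effect and full inhibition by NEM control for full effect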
Target sequence (O75604 whole entry, looked up): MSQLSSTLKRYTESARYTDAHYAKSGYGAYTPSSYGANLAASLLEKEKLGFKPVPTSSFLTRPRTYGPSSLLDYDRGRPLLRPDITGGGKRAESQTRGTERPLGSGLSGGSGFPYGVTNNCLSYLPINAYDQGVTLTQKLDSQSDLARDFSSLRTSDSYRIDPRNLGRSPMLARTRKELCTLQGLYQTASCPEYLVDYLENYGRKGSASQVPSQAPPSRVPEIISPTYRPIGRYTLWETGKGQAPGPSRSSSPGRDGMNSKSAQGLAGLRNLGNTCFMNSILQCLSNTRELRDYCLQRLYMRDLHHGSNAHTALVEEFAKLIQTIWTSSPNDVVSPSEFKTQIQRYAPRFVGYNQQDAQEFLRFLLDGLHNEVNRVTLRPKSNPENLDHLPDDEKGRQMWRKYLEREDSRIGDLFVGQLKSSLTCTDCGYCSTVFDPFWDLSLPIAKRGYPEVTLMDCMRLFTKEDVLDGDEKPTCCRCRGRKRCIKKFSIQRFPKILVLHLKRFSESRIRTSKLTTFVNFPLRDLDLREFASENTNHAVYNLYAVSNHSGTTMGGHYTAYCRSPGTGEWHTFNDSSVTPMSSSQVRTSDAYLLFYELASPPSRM
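Deubiquitinase activity read as fluorescence (485/531 nm) after Ub-CHOP2 cleavage activates the enterokinase reporter on its substrate; USP2 core 10nM, Ub-CHOP2 and substrate 25nM each, 30min compound preincubation then 60min RT; data normalized to NEM, curves fitted.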
KCNH2 3.1 inh: KCNH2 3.1 (human) potassium channel inhibition. U2OS KCNH2 3.1, thallium flux FluxOr; stronger effect = lower value. activity change, % (tested at about 1.8 µM). hit rate 0.95% among 340,000;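 active = maximum activity change below -70%; inconclusive = maximum activity change from -70% to -50%; inactive = maximum activity change above -50%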;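 also: thallium influx rate constant from kinetic fluorescence after stimulation buffer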
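Thallium flux read-out: FluxOr dye with Red40 quencher in HBSS/HEPES, 45 min at RT. Rate constants from kinetic reads were normalized to positive and negative DMSO controls. Cells: U2OS virally expressing the 3.1 isoform.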
Coupling enz: counter-screen for Giardia aldolase inhibitors: coupling enzyme system. coupling enzyme system counterscreen, AmpLite Red fluorescence. activity change, negative = inhibition, % at 58.2 µM, hits read low. hit rate 0.67% among 290,000. AID 2472; in the data active = activity change below about -30%
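Fluorescence at 525 nm excitation and 598 nm emission measured inhibition of the coupled detection system without aldolase. Compounds (at 57.5 uM final) were preincubated 10 min at room temperature with coupling enzyme reagent before a 20 min substrate/AmpLite Red step.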
Starred values were filed as active, the others as inactive; ? = inconclusive; · = not tested or not shown. Unless noted, calls follow the shape of the dose curve; as a rule, active = well fitted curve in the direction sought with a large enough effect; inconclusive = small, poorly fitted or top-dose-only effect, or another doubt; inactive = no such curve, though single readings can be large; an effect the other way counts as inactive or inconclusive. Unless noted, % is scaled to controls: 0 for no effect and ±100 for the full control effect.

SMILES	GALK inhibitor	B2AR arrestin	uPA surface inh	PKM2 activator	Eya2 phos inh	Giardia killer	Chronic BCR inh	hERG WT inh	USP2a inh	KCNH2 3.1 inh	Coupling enz
CC1(C)C2CCC1(C)C(OC(=O)c1ccccc1C(=O)O)C2 (stereo not given)	-3%	-0.6%	0%	3%	5%	0	-9%	-6	5%	10	5
CCCc1nnc(NC(=O)CCC(=O)N2CCN(S(=O)(=O)c3ccc(C)cc3)CC2)s1	-2%	8.6%	0%	9%	-3%	-16	?	7	0%	2	8
Cc1cc(=O)oc2cc(OCCSc3nnc(-c4ccccc4)o3)ccc12	1%	-0.4%	13%	-9%	0%	11	1%	0	1%	-1	1
CC(Oc1ccccc1F)C(=O)NNC(=O)c1ccc(F)c(S(=O)(=O)N2CCOCC2)c1 (stereo not given)	-2%	-0.1%	9%	·	-4%	6	7%	-20	4%	9	·
Cc1cccc(C)c1NC(=O)CNC(=O)C1CCCN(C(=O)c2ccc(Cl)cc2)C1 (stereo not given)	·	0.3%	2%	·	12%	9	3%	-5	0%	0	·
COc1ccc(/C=C(/NC(=O)c2ccccc2)c2nc3ccc(Cl)cc3[nH]2)cc1OC	-1%	-1.3%	-13%	-4%	6%	-12	5%	-5	5%	9	-5
CCc1ccccc1N1C(=O)C(Cl)=C(N2CCOCC2)C1=O	3%	-0.8%	8%	?	-2%	9	1%	3	0%	-20	0
CCOC(=O)c1ccc(-c2ccc(-c3cc(=O)oc4cc(OC)c(OC)c(OC)c34)cc2)cc1	·	0.3%	16%	·	2%	-24	-2%	4	4%	0	1
COc1ccc(C(=O)N2CCN(c3nc4cc(C)ccc4cc3C#N)CC2)c(OC)c1	-3%	0.0%	-4%	-8%	1%	13	0%	6	1%	17	-4
CCC(C)NC(=O)c1[nH]c(C)c(C(=O)OC)c1C (stereo not given)	1%	-0.6%	2%	-10%	1%	-1	-10%	3	-3%	2	3
CC(=O)N1N=C(c2ccc(C)cc2)CC1c1ccco1 (stereo not given)	9%	-0.7%	-2%	?	-1%	-1	?	-2	1%	6	-1
Cc1ccc2nc(SCC(=O)c3ccc(Cl)cc3)nc(=O)n2c1	·	0.0%	2%	·	34%	18	?	10	0%	-1	·
O=C(c1cc(C2CC2)nn1-c1ccccc1)N1CCN(c2ccccn2)CC1	·	-0.3%	14%	·	-7%	4	5%	-2	-1%	5	·
O=C(CN1CCOCC1)N/N=C/c1cccc2ccccc12	4%	2.8%	1%	2%	1%	-22	6%	-21	0%	-10	0
COc1cc(CCC(=O)N2CCN(c3ncccn3)CC2)cc(OC)c1OC	6%	0.3%	3%	-1%	-14%	-3	-10%	6	0%	-17	0
Cc1ccc(C)c(COC(=O)CCN=C2NS(=O)(=O)c3ccccc32)c1	·	-0.1%	21%	·	-1%	-3	2%	-26	-1%	5	·
O=C(Nc1ccccc1C(=O)Nc1cccnc1)c1ccccc1	-8%	-0.1%	-2%	-6%	-12%	2	-8%	-11	2%	-10	-1
CC(Oc1ccc(C#N)cc1)C(=O)N1CC=C(c2ccccc2)CC1 (stereo not given)	·	0.3%	-8%	·	2%	6	-8%	2	-1%	0	·
N/C(=N\OCc1ccccc1)c1nonc1N	1%	-0.2%	-5%	-18%	13%	3	?	-6	0%	9	-8
O=C(Nc1ccccn1)c1nc(-c2ccccc2)n(-c2ccccc2)n1	-4%	-0.3%	-8%	6%	-7%	9	?	10	3%	18	-2

Exported as a markdown table: entries from further up.
| Structure | GALK inhibitor | B2AR arrestin | uPA surface inh | PKM2 activator | Eya2 phos inh | Giardia killer | Chronic BCR inh | hERG WT inh | USP2a inh | KCNH2 3.1 inh | Coupling enz |
| --- | --- | --- | --- | --- | --- | --- | --- | --- | --- | --- | --- |
| CC(=O)N1N=C(c2ccc(C)cc2)CC1c1ccco1 (stereo not given) | 9% | -0.7% | -2% | ? | -1% | -1 | ? | -2 | 1% | 6 | -1 |
| Cc1ccc2nc(SCC(=O)c3ccc(Cl)cc3)nc(=O)n2c1 | · | 0.0% | 2% | · | 34% | 18 | ? | 10 | 0% | -1 | · |
| O=C(c1cc(C2CC2)nn1-c1ccccc1)N1CCN(c2ccccn2)CC1 | · | -0.3% | 14% | · | -7% | 4 | 5% | -2 | -1% | 5 | · |

Continued.
SMILES	GALK inhibitor	B2AR arrestin	uPA surface inh	PKM2 activator	Eya2 phos inh	Giardia killer	Chronic BCR inh	hERG WT inh	USP2a inh	KCNH2 3.1 inh	Coupling enz
O=C(O)C/C(=C\c1ccc(Cl)cc1)c1nc2ccccc2o1	8%	0.0%	-3%	-1%	17%	-11	-13%	-6	1%	14	9
Cc1cc(C)cc(OCC(=O)Nc2ccncc2)c1	-2%	2.4%	-2%	-1%	12%	21	1%	-6	3%	20	2
O=C1OC(c2ccc(F)cc2)=C/C1=C\c1ccc([N+](=O)[O-])o1	-2%	-0.1%	·	-4%	-8%	·	?	·	2%	·	0
O=C(NCCCN1CCCC1=O)C(=O)NCC1OCCCN1S(=O)(=O)c1cc(F)ccc1F (stereo not given)	6%	-0.3%	3%	-3%	7%	0	4%	-15	-1%	·	·
O=C1C(C2=C(O)c3ccccc3C2=O)=Nc2ccccc21	?	-2.7%	-3%	-9%	-13%	5	-16%	-5	-6%	23	-16
Cc1ccc(C(=O)CSc2nc3ccccc3c(=O)n2-c2ccccc2)s1	-1%	-0.1%	1%	-3%	-7%	-5	-3%	-6	0%	-5	0
CCOc1ccc(CCNC(=O)C(C)n2nc(C)c3c(C)n(-c4ccccc4)nc3c2=O)cc1 (stereo not given)	-3%	0.1%	2%	·	-10%	-16	3%	9	-9%	6	·
COC(=O)CNC(=O)c1cc(-c2ccncc2)nc2c(C)c(Cl)ccc12	3%	-0.3%	8%	-2%	4%	-9	?	-1	-6%	1	-1
COc1ccc(/C=C/C(=O)N2CCCc3ccccc32)cc1	1%	-0.5%	-1%	-3%	-7%	?	?	-3	-4%	-31	6
Cc1c(Br)c([N+](=O)[O-])nn1CCCC(=O)NC(C)c1ccccc1 (stereo not given)	-1%	-0.6%	9%	-2%	9%	-12	2%	-9	0%	-28	1
COc1ccc(C2CC(=O)N3CN(c4ccc(C)c(Cl)c4)CSC3=C2C#N)cc1OC (stereo not given)	2%	0.1%	7.1µM*	-10%	-3%	-15	-1%	-2	-2%	-11	-38*
Nc1nc(SCC(=O)N2CCOCC2)n[nH]1	1%	-0.9%	0%	-11%	-1%	-2	-1%	-8	1%	2	-1
Cc1ccc(-n2[nH]c(C)c(C=Nc3ccc(S(=O)(=O)N4CCOCC4)cc3)c2=O)c(C)c1	1%	0.0%	·	-1%	-22%	·	-1%	·	-3%	·	3
O=C(Cc1ccccc1)c1c[nH]c(C(=O)NC2CCCC2)c1	0%	-0.3%	-1%	-6%	7%	0	13%	2	9%	3	0
COc1cccc2cc(-c3csc(NC(=O)CCC(=O)NCCCN4CCC(C)CC4)n3)c(=O)oc12	1%	0.1%	-17%	-31%	-3%	-17	?	-5	-9%	14	1
CCOC(=O)c1c(NC(=O)C2c3ccccc3Oc3ccccc32)sc(C(C)=O)c1C	0%	-0.5%	-17%	-7%	-28%	5	-9%	-6	4%	1	1
CCN(C(=O)c1ccc2c(=O)n3c(nc2c1)CCCCC3)c1cc(OC)ccc1OC	2%	3.1%	2%	·	-16%	-6	4%	0	-4%	19	1
COC(=O)c1ccccc1NC(=O)CSc1nc2ncccc2[nH]1	-1%	-0.3%	2%	9%	-4%	1	-2%	5	1%	6	0
COCCN(C(=O)COC(=O)Cc1coc2cc(C)ccc12)c1c(N)n(Cc2ccccc2)c(=O)[nH]c1=O	·	-0.2%	8%	·	31%	18	-6%	-9	2%	4	·
NC(=O)c1oc2ccccc2c1NC(=O)C1CC(=O)N(c2ccccc2)C1 (stereo not given)	·	-0.2%	2%	·	6%	8	?	4	5%	7	·
CCN(CC)Cc1c(C(=O)N/N=C/c2c(Cl)cccc2Cl)nnn1-c1nonc1N	5%	-1.1%	0%	·	5%	-14	4%	7	-7%	-4	-3
CC(c1ccon1)N(C)C(=O)c1ccc(OC2CCN(C(=O)C3CC3)CC2)cc1 (stereo not given)	-2%	-0.9%	2%	-2%	10%	5	-16%	5	1%	17	-1

Filtered by structure: those above containing two or more sulfur atoms
SMILES	GALK inhibitor	B2AR arrestin	uPA surface inh	PKM2 activator	Eya2 phos inh	Giardia killer	Chronic BCR inh	hERG WT inh	USP2a inh	KCNH2 3.1 inh	Coupling enz
CCCc1nnc(NC(=O)CCC(=O)N2CCN(S(=O)(=O)c3ccc(C)cc3)CC2)s1	-2%	8.6%	0%	9%	-3%	-16	?	7	0%	2	8
Cc1ccc(C(=O)CSc2nc3ccccc3c(=O)n2-c2ccccc2)s1	-1%	-0.1%	1%	-3%	-7%	-5	-3%	-6	0%	-5	0

Compounds as they come. About 2.4% of those tested had a hit in this group.
